# High-throughput results deposited in PubChem BioAssay by The Scripps Research Institute Molecular Screening Center.
# PAFAH1B3 FP inh: blocks human PAF acetylhydrolase 1B catalytic subunit 3; recombinant PAFAH1B3, FP-rhodamine probe, fluorescence polarization; hit rate 0.28% among 340,000; inhibition, % at 3.39 µM;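 active = inhibition above the screen-wide average of all tested compounds plus 3 SD, cut at about 25% in these data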;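 note: 0% = enzyme with DMSO only and 100% = wells lacking PAFAH1B3 protein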
# PAD4 inh: blocks human protein arginine deiminase 4; inhibition, % at 6.36 µM; recombinant PAD4, RCA probe fluorescence polarization; Q9UM07; AID 485272; hit rate 0.41% among 330,000;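 active = percent inhibition above a cutoff equal to the mean of all tested compounds plus 3 SD, cut at about 15% in these data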;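 note: 0% = PAD4 with RCA probe and DMSO and 100% = probe without PAD4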
# Target sequence (Q9UM07 whole entry, looked up): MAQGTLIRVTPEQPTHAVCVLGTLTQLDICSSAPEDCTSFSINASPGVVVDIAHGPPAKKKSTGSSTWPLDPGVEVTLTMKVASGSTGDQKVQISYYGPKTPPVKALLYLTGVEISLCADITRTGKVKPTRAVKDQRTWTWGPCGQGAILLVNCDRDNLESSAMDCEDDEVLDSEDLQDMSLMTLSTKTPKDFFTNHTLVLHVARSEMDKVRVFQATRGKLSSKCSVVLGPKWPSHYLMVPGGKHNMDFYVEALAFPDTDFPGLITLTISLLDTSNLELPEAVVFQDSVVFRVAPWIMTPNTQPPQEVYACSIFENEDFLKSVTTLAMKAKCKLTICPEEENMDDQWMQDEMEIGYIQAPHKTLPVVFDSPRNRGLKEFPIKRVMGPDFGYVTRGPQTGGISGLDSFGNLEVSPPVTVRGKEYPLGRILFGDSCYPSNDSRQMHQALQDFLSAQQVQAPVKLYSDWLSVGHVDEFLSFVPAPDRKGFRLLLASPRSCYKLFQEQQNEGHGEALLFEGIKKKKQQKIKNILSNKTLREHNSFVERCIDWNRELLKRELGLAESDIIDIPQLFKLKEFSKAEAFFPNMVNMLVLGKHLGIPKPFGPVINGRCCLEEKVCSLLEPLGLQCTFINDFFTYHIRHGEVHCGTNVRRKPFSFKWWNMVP
# PAFAH1B2 inh: PAFAH1B2 (human) inhibition; P68402; recombinant PAFAH1B2, FP-rhodamine activity probe, fluorescence polarization; inhibition, % at 3.39 µM; hit rate 1.2% among 340,000;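 active = inhibition above the mean of all tested compounds plus 3 SD, cut at about 24% in these data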;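 note: 0% = enzyme with DMSO and 100% = wells lacking PAFAH1B2; many of its hits are not listed in these tables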
# PAFAH2 inh: inhibitors of human PAFAH2 | Q99487 | hit rate 0.99% among 340,000 | inhibition, % at 3.39 µM | AID 492956 | recombinant PAFAH2, FP-rhodamine activity probe, fluorescence polarization;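 active = inhibition above the mean over all tested compounds plus 3 SD, cut at about 30% in these data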;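 note: inhibitors block probe labeling of enzyme so polarization drops; 0% = enzyme with DMSO and 100% = wells lacking PAFAH2 protein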
# pPAFAH FP inh: pPAFAH (human) enzyme inhibition | AID 463082 | Q13093 | recombinant pPAFAH, FP-rhodamine probe fluorescence polarization | hit rate 1.5% among 330,000 | inhibition, % at 3.39 µM;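 active = inhibition above the mean inhibition across the screen plus 3 SD, cut at about 25% in these data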;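 note: inhibitors block binding of the rhodamine activity-based probe so polarization drops; 0% = enzyme with DMSO and 100% = wells lacking pPAFAH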
# GSTO1 inh: counter-screen for RBBP9 inhibitors: inhibitors of human GSTO1; hit rate 1.1% among 300,000; AID 1974; inhibition, % at 5.96 µM; P78417; recombinant GSTO1, activity-based probe fluorescence polarization;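 active = inhibition above the campaign mean inhibition plus 3 SD, cut at about 35% in these data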;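 note: 0% = GSTO1-1 with DMSO and 100% = wells lacking GSTO1-1 enzyme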
# LYPLA1 inh: counter-screen for PME1 inhibitors: inhibitors of human LYPLA1 | inhibition, % at 5.9 µM | recombinant LYPLA1, FP-Rh probe fluorescence polarization | hit rate 0.16% among 320,000 | AID 2174 | O75608;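 active = inhibition above the mean of all tested compounds plus 3 SD, set per campaign, cut at about 14% in these data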;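 note: inhibitors block serine hydrolase probe labeling of LYPLA1 so polarization falls; 0% = enzyme with DMSO and 100% = wells lacking LYPLA1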
# Fam108B inh: counter-screen for RBBP9 inhibitors: inhibitors of mouse Fam108B. recombinant Fam108B, FP-Rh probe fluorescence polarization. inhibition, % at 9.51 µM. hit rate 0.33% among 300,000. AID 1947;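 active = inhibition above the screen mean inhibition plus 3 SD, computed separately per campaign, cut at about 18% in these data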;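 note: inhibitors lower polarization as less probe binds the enzyme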
# PME-1 inh: blocks human protein phosphatase methylesterase 1; hit rate 0.53% among 320,000; Q9Y570; recombinant PME-1, FP-Rh probe fluorescence polarization; inhibition, % at 5.9 µM;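 active = inhibition above the campaign mean of all compounds plus 3 SD, cut at about 26% in these data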;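 note: competitive labeling of PME-1 active site by serine hydrolase directed probe; 0% = PME-1 with DMSO and 100% = wells lacking PME-1 enzyme; inhibitors block probe labeling so polarization falls and inhibition rises; many of its hits are not listed in these tables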
# Target sequence (Q9Y570 whole entry, looked up): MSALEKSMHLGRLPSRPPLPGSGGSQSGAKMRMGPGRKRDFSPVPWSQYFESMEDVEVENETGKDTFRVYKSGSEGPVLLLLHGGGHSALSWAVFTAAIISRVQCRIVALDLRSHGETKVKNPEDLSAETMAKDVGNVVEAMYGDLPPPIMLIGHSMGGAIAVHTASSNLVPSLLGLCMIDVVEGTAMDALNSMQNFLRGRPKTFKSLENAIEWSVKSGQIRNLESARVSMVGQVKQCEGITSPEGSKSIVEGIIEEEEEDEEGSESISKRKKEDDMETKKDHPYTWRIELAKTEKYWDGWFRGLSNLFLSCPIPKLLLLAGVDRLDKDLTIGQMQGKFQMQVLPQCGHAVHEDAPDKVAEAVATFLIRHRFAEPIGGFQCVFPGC
# Active calls of the source: *; x = no result given. Only part of the results is shown. The share of hits here may be higher or lower than overall.
SMILES	GSTO1 inh	PAD4 inh	LYPLA1 inh	PAFAH1B2 inh	pPAFAH FP inh	PME-1 inh	PAFAH2 inh	Fam108B inh	PAFAH1B3 FP inh
COc1ccc(C[C@@H]2CN3C(=NC[C@@H]3Cc3ccc(O)cc3)N2C[C@H](C)NC(=O)CCC2CCCCC2)cc1	4	2	-3	2	3	1	-6	-2	7
O=C(COc1ccccc1Cl)Nc1ccc(S(=O)(=O)N2CCOCC2)cc1	-6	0	-1	-1	2	2	-8	4	5
CC(=O)Nc1ccc(NC(=O)C(C)OC(=O)C2CCN(S(=O)(=O)c3cccs3)CC2)cc1 (centres undefined)	3	-1	-1	5	7	1	1	-3	6
COC(=O)C1C2C=CC3(CN(C4CCCC4)C(=O)C13)O2 (centres undefined)	-8	-1	3	2	2	3	2	1	4
O=C(NC1CCN(C(=S)Nc2ccc(Cl)cc2)CC1)c1ccco1	9	-2	1	0	-4	-6	20	3	3
CCn1c(C)cc(/C=C2\NC(=O)N(Cc3ccc(Cl)cc3)C2=O)c1C	8	6	-2	8	11	-3	3	-1	1
O=C(CCn1c(=S)oc2ccccc21)Nc1cccc(O)c1	8	-7	0	0	5	1	0	4	4
COC(=O)CNC(=O)COC(=O)c1cc(SC)ccc1Cl	2	-3	1	7	0	-2	6	-3	11
CC(=O)c1cccc(NS(=O)(=O)N2CCCCC2)c1	7	-6	1	1	3	0	-8	-2	2
COC(=O)c1sc(N2C(=O)C(O)=C(C(=O)c3ccc(C)o3)C2c2ccc(F)cc2)nc1C (centres undefined)	-20	-18	-7	-5	5	-11	5	-8	3
Cc1cccc(NC(=S)NC2CC3CCCC(C2)N3Cc2ccccc2)c1C (centres undefined)	4	1	-1	2	2	2	-3	3	3
O=C(NCC1CCCO1)C1CCN(S(=O)(=O)c2ccc(Br)cc2)CC1 (centres undefined)	3	-7	3	23	2	11	-4	2	0
c1ccc(Cn2nnc3c(N4CCc5ccccc54)ncnc32)cc1	0	-3	3	7	-3	-4	2	1	-2
C=C1CCN([C@@H](Cc2ccccc2)C(=O)NCc2ccc(Cl)cc2)S(=O)(=O)c2ccccc21	0	1	-7	0	8	-7	-1	-2	2
Cc1ccc(S(=O)(=O)NCCSCc2ccccc2)cc1	16	4	2	17	10	-3	-3	-5	9
CC(=O)Nc1ccccc1C(=O)N1CC(C)OC(C)C1 (centres undefined)	0	1	0	-1	-1	2	0	-1	4
NC(=O)Nc1ccc(Oc2ncc(C(F)(F)F)cc2Cl)cc1	1	4	5	6	4	2	5	2	-1
COc1ccccc1OCc1ccc(C(=O)n2nc(C)c(Cl)c2C)o1	4	4	-2	-2	9	8	10	-7	7
CCOC(=O)C1=C(C)N=C2SC(C(=O)OC)=CC(=O)N2C1c1cc(OC)c(OC)c(OC)c1 (centres undefined)	5	3	1	0	-2	-7	2	0	6
Nc1nnc(CC(=O)N/N=C/c2ccc(-c3ccc(Cl)cc3Cl)o2)s1	6	-6	-5	-1	15	-10	50*	-14	-13
Cc1cccc(-c2cnn(-c3cccc([N+](=O)[O-])c3)c2N)c1	-15	-2	-1	7	6	7	4	-1	5
O=C(NNC(=O)c1cc2ccccc2cc1O)Nc1ccccc1F	-1	-6	-7	3	65*	15	2	4	14
COc1ccc(S(=O)(=O)N2CCC(C(=O)N[C@@H](C)C(=O)NCc3ccccc3OC)CC2)cc1	-1	-5	4	2	-4	5	0	4	2
COc1ccc(CN(C)C(=O)c2ccc(NS(=O)(=O)c3ccc4[nH]c(=O)[nH]c4c3)cc2)c(OC)c1OC	x	4	x	4	-2	x	2	x	14
NC(=O)c1ccc(-c2nnn(CC(=O)N(C3CCCC3)C3CCS(=O)(=O)C3)n2)cc1 (centres undefined)	x	-3	1	-3	-2	1	-1	x	5
COc1ccc(OC(=O)c2cccc(S(=O)(=O)N3CCCC3)c2)cc1	10	1	2	6	4	7	3	4	-4
CN(C)CCN(C(=O)c1ccc(C(=O)c2ccccc2)cc1)c1nc2cc3c(cc2s1)OCO3	5	2	0	3	7	0	2	-4	6
COc1cccc(C(=O)N(Cc2nc(-c3ccc(C)cc3)no2)C(C)C)c1	7	0	-2	2	0	-6	-3	2	-9
CCN(CC1COc2ccccc2O1)C(=S)Nc1ccc(F)cc1 (centres undefined)	0	0	0	3	2	12	-2	-1	8
Cc1ccc(NC(=O)CNc2ccc(OC(C)C)cc2)c(C)c1	5	-7	3	-2	1	2	-1	-4	6
O=C(CCc1nc(-c2ccccc2)no1)NCc1ccccc1CN1CCOCC1	x	-6	3	5	-4	-3	-3	x	1
COc1ccc(C(=O)Nc2cccnc2)cc1C(=O)Nc1cccnc1	-2	-2	-2	1	-8	-5	-11	-1	3
CCO/C(C)=N/n1c2nc3ccccc3nc2c2c(=O)n(CC(C)C)c(C)nc21	7	5	6	1	2	-2	6	2	-5
COc1ccc(NC(=O)c2ccccc2NC(=O)c2ccco2)cc1	1	0	-1	-6	3	-4	-3	2	12
CCOc1ccc(CCNC(=O)c2cccs2)cc1OCC	-2	3	-1	0	3	-1	4	-5	7
CCN(CC)c1ccc(NS(=O)(=O)c2cn(C)c(=O)n(C)c2=O)c(C)c1	2	-4	0	1	2	2	5	10	6
Cc1ccccc1NC(=O)c1ccc(CN2CC(=O)N3CCCCC3C2=O)cc1 (centres undefined)	4	2	-3	-1	4	0	3	-3	7
CCC(=O)N1CC2(CC(c3cccc(NC(=O)CC(c4ccccc4)c4ccccc4)c3)=NO2)C[C@H]1C(N)=O (some centres undefined)	7	-4	-4	-5	3	6	-6	0	-3
NC(=O)CSc1nc2ccccc2n1Cc1ccccc1F	-1	-2	5	2	5	-2	7	-2	14
COc1cc(OC)c(C(=O)NNC(=O)CN(C)S(=O)(=O)c2ccc(Cl)cc2)cc1OC	-4	-3	-2	5	0	-2	5	1	11
Cc1cccc(N(C)S(=O)(=O)c2cc3c(cc2C)n(C)c(=O)c(=O)n3C)c1	1	3	-1	5	3	4	-1	-1	9
Cc1cc(-n2c(C)cc(C(=O)CSc3nncn3C(C)C)c2C)no1	22	7	-2	-1	-2	3	-5	5	3
COc1ccc(-n2nc(C(=O)NCC(=O)N3CCC(C(N)=O)CC3)c3ccccc3c2=O)cc1	1	-5	2	-3	2	2	0	-2	9
O=C1NC(=O)/C(=C/c2ccc(O)cc2)S1	8	4	0	-1	2	2	-8	2	9
CCC(CO)NC(=O)c1ccc(-c2nn(C)c(=O)c3ccccc23)cc1 (centres undefined)	-5	0	6	4	-3	0	-2	-1	6
Cc1ccccc1NC(=O)Cc1c(O)c2ccccc2[nH]c1=O	-4	0	2	3	-1	6	-3	1	-1
Cc1nn(CCc2nn[nH]n2)c2nc(-c3ccc(Br)cc3)cc(C(F)(F)F)c12	-10	-2	-10	5	23	-7	9	-7	6
Cc1nc(NS(=O)(=O)c2ccc(Br)cc2)c2c3c(sc2n1)CCC3	-18	-1	3	1	6	0	7	2	-1
CC1CCN(c2nc3ccccn3c(=O)c2C=O)CC1	6	-1	0	-5	4	0	-1	-2	9
Cc1cc(C)c(NS(=O)(=O)c2ccc3c(c2)NC(=O)CC(=O)N3)c(C)c1	9	3	0	4	0	4	1	4	9

# Remaining list, next part
SMILES	GSTO1 inh	PAD4 inh	LYPLA1 inh	PAFAH1B2 inh	pPAFAH FP inh	PME-1 inh	PAFAH2 inh	Fam108B inh	PAFAH1B3 FP inh
CCOc1ccccc1C1C(C(N)=O)=C(C)Nc2nc(-c3ccccc3Cl)nn21 (centres undefined)	3	-2	-1	6	6	-8	9	0	-3
O=C(CNC(=O)C(c1ccccc1)c1ccccc1)N/N=C/c1cccnc1	7	2	0	x	2	1	x	2	x
[N-]=[N+]=CC(=O)CC(c1ccccc1)N1C(=O)c2ccccc2C1=O (centres undefined)	-7	-4	0	7	-3	2	8	2	5
COc1ccc2c(Cl)c(C(=O)N/N=C/c3cccnc3)sc2c1	0	-3	-4	5	-1	-6	-3	-2	8
COc1ccc(NC(=O)O/N=C/c2ccccc2Cl)cc1	9	-4	2	1	-8	2	15	0	6
COc1ccc(OCCCCN(C)Cc2ccccc2)cc1	-8	1	-3	3	-1	-3	2	3	1
CN(C)CCN(C(=O)c1cccc2ccccc12)c1nc2cc3c(cc2s1)OCO3	-12	3	-3	-5	3	4	4	-5	1
CC(=O)N=c1cccc(NC(C)=O)n1O	1	0	-4	7	-1	-3	-3	2	-5
COC(=O)[C@]1(Cc2ccccc2)N[C@H](CN(C)C(C)=O)[C@@H]2C(=O)N(Cc3ccccc3)C(=O)[C@@H]21	x	-5	x	5	-6	x	4	x	9
COc1ccc(CNCCS(=O)(=O)NN2CCOCC2)cc1	x	-3	x	0	2	x	6	x	4
C=CCn1c(SCC(=O)Nc2cccc(C)c2)nnc1-c1cnccn1	-7	-4	-3	-1	0	5	-2	-2	0
COc1ccccc1OCC(=O)NNC(=O)c1ccc(F)c(S(=O)(=O)N2CCOCC2)c1	x	3	x	4	-2	x	7	x	14
COc1ccc(CCNc2cn[nH]c(=O)c2Cl)cc1OC	3	-1	-3	1	-2	-4	-5	-8	10
O=C(CNc1ccc2ccccc2c1)N/N=C/c1ccc(C(=O)O)cc1	-7	-3	-1	-2	16	5	1	7	4
CC(=O)Nc1nnc(SCC(=O)c2ccc(F)cc2)s1	3	-6	-1	6	4	3	3	-2	12
O=C(COc1cccc2cccnc12)N/N=C/c1ccc(O)cc1	4	0	-2	-3	-4	3	1	-3	-6
CN1C(=O)/C(=C/c2ccc(OCc3ccccc3F)cc2)NC1=S	-1	-1	-8	-1	4	-6	-11	-12	-10
CC1CCN(CCCNC(=O)C2CCC(=O)N2C2CCCC2)CC1 (centres undefined)	19	-5	-2	2	-3	-9	4	-1	6
CCc1c(C)nc(SCCOc2ccc(OC)cc2)[nH]c1=O	1	3	5	5	0	5	6	8	6
Clc1ccc(N2CCN(c3nc4nonc4nc3N3CCSCC3)CC2)nc1	-1	1	-1	5	5	6	-2	1	1
CCCN1CCN(S(=O)(=O)c2ccc3c(c2)NC(=O)C(C)S3)CC1 (centres undefined)	-4	-1	-2	4	-3	4	5	0	2
CN(C)S(=O)(=O)c1ccc(C(=O)NC(=O)CSc2nncs2)cc1	x	-5	x	-1	2	x	-1	x	8
Cn1ncc(Cl)c1C(=O)NCC1CCCO1 (centres undefined)	0	-2	-1	5	-7	-4	1	-2	-7
COc1ccc(C(=O)Nc2ccc(NC(=O)C3CCCCC3)nc2)cc1	5	0	-3	1	4	-2	3	2	11
CC(NC(=O)COC(=O)c1ccc2ccccc2n1)c1ccccc1 (centres undefined)	x	1	x	5	18	x	18	x	6
CCOc1cc(/C=N\NC(=O)c2ccc(NC(=O)C(C)(C)C)cc2)ccc1OC(=O)c1cccc(C)c1	-15	1	-45	1	-37	-38	-20	-40	-3
